# M4 ag: agonists of human muscarinic M4 receptor (CHRM4). P08173. CHO-K1 hM4/Gqi5, Fluo-8 calcium fluorescence; vehicle 0%, full acetylcholine response 100%. activation, % at 3 µM. 360,000 compounds, 0.14% hits;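 active means activation above the run mean over all test wells plus 3 SD, cut at about 32% in these data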;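 further: peak over basal fluorescence ratio per well then scaled between controls; 0% = DMSO wells and 100% = acetylcholine at EC100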
# Target sequence (P08173 whole entry, looked up): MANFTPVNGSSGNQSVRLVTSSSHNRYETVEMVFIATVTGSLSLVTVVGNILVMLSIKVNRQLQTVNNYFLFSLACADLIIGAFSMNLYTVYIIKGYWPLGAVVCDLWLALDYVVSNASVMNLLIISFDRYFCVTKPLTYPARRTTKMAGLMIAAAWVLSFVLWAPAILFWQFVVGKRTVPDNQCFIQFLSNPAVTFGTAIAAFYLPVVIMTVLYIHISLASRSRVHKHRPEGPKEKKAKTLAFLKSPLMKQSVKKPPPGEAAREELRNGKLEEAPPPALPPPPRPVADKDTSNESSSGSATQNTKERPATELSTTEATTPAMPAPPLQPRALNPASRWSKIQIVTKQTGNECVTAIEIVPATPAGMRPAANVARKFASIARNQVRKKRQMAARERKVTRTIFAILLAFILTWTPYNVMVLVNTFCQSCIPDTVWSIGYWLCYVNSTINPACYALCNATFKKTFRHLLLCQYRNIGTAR
# M5 PAM: potentiates acetylcholine response at human M5 receptor; activation, % at 3 µM; AID 624038; 360,000 compounds, 0.3% hits; CHO-K1 hM5, Fluo-8 calcium, ACh EC20 PAM; 0% = ACh EC20, 100% = ACh EC100; P08912;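 active means activation above the run cutoff, the mean activation of all test compounds plus 3 SD, cut at about 18% in these data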
# Target sequence (P08912 whole entry, looked up): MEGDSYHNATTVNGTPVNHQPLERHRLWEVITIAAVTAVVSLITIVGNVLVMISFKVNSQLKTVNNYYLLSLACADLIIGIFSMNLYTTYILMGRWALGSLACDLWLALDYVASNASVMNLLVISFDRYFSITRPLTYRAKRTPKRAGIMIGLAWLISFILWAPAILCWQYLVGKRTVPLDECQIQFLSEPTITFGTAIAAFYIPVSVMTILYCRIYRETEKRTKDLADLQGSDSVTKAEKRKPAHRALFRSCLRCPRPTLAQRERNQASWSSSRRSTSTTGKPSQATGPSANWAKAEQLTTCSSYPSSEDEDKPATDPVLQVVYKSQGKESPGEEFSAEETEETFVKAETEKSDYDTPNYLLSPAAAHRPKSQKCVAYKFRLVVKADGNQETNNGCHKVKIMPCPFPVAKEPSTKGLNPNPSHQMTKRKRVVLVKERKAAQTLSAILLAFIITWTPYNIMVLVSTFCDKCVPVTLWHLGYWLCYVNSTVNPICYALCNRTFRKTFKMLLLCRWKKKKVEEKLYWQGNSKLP
#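 Measured by: Fluo-8 calcium fluorescence; material: human M5 receptor in CHO-K1 cells; schedule: Post-acetylcholine fluorescence recording 140 s; benchmarks: low control EC20 acetylcholine (0%), high control EC100 acetylcholine (100%); read-out: Max/basal fluorescence ratio as % of EC20–EC100 ACh window; compound: single dose, 3 µM nominal final test concentration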
# M4 PAM: potentiates acetylcholine response at human M4 receptor | activation, % at 3 µM | AID 624126 | 360,000 compounds, 0.4% hits | CHO-K1 hM4/Gqi5, Fluo-8 calcium fluorescence, ACh EC20; 0% = ACh EC20, 100% = maximal ACh;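 active means activation above its plate's cutoff, the mean activation of sample wells plus 3 SD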; further: some results filed as inactive read as strong as hits
# M5 antag: antagonists of human muscarinic M5 receptor (CHRM5). AID 624040. inhibition, % at 3 µM. 360,000 compounds, 0.59% hits. CHO-hM5 cells, Fluo-8 calcium fluorescence, ACh EC80. P08912;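 active means inhibition above a per-plate cutoff, the mean of that plate's test compounds plus 3 SD, cut at about 27% in these data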;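 further: 0% = acetylcholine EC80 with DMSO and 100% = DMSO without agonist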
# CHRM5 agonist: CHRM5 agonism in calcium assay; AID 624037; activation, % at 3 µM; P08912; 360,000 compounds, 0.19% hits; CHO-K1 hM5 cells, Fluo-8 calcium fluorescence; 0% DMSO wells, 100% maximal acetylcholine response;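 active means activation above the run's mean over test compounds plus 3 SD, cut at about 23% in these data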;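 further: signal is peak over basal fluorescence ratio across the kinetic read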
# CRFR2-BP ag: agonists of human CRF-binding protein/CRF-R2 receptor complex | HEK293 CRF-R2/CRF-BP, calcium dye fluorescence (FLIPR); percent of saturating CRF peptide response | activation, % at 13.2 µM | 350,000 compounds, 0.46% hits | AID 588473;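 active means activation of at least 50%, plus an integration ratio under a set limit after plate pattern correction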;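 further: plate controls were neutral control wells without compound for no effect and CRF at EC100 for full effect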
# M4 antag: blocks acetylcholine activation of human M4 receptor | P08173 | inhibition, % at 3 µM | AID 624125 | 360,000 compounds, 0.73% hits | CHO-hM4 cells, ACh EC80, Fluo-8 calcium fluorescence;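 active means inhibition above its plate's cutoff, the mean inhibition of sample wells plus 3 SD, cut at about 27% in these data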;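 further: 0% = acetylcholine EC80 with DMSO and 100% = DMSO without agonist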
# CRFBP-R2 block: CRF-BP/CRF-R2 complex antagonism; HEK293 CRF-R2/CRF-BP, CRF-induced calcium fluorescence; inhibition, % at 11.8 µM; 350,000 compounds, 0.59% hits; AID 588475;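 active means inhibition of the ligand-induced calcium signal above about 50% at the single tested concentration, limit read from the data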
# CHRM1 PAM: human CHRM1 positive allosteric modulation. CHO-K1 hM1, Fluo-8 calcium fluorescence, ACh EC20; 0% = ACh EC20, 100% = maximal ACh. activation, % at 3 µM. 360,000 compounds, 0.088% hits. AID 588819; in the data active means activation above about 19%, passing the limit was not always enough
# * marks the source's active call; other numbers are inactive results; x = not tested or not shown. An unsorted share of the library; 2.6% or so of the library scored in one or more.
SMILES,M4 ag,M5 PAM,M4 PAM,M5 antag,CHRM5 agonist,CRFR2-BP ag,M4 antag,CRFBP-R2 block,CHRM1 PAM
O=C(Nn1cnnc1)c1ccc(F)c(S(=O)(=O)N2CCCCC2)c1,0,-3,4,-1,-1,2.1,2,-3,6
COc1cc(F)ccc1-c1csc(C(O)c2ccc(F)cc2)n1 (stereo unspecified),-1,0,5,-12,-3,x,-19,x,1
Cc1ccc(NC(=O)CCC(=O)N/N=C/c2ccc(O)cc2)cc1,1,-5,-2,6,-5,-0.4,10,9,-2
CC(C)(C)c1nc(SCC(=O)c2ccccc2)c2ccccc2n1,-1,5,1,-6,-3,4.5,-6,-33,6
CCc1ccc(S(=O)(=O)Nc2ccc(C)c(NS(C)(=O)=O)c2)cc1,1,1,0,6,2,-0.1,3,-12,8
COc1ccc(NC(=S)/N=C(\N)Nc2nc(C)c3ccc(C)cc3n2)cc1,10,-11,-14,17,-3,-0.7,-5,2,-10
COc1cccc(CN(C(=O)c2cc3ccccc3oc2=O)C2CCS(=O)(=O)C2)c1 (stereo unspecified),5,-5,6,10,-2,2.0,-16,-3,4
COc1cc(/C=N/Nc2nc3c(c(=O)n(C)c(=O)n3C)n2Cc2ccccc2)ccc1OC(=O)c1ccco1,1,4,6,-7,-1,0.1,0,1,11
CCOC(=O)c1c(C)[nH]c(C(=O)NNC(=O)c2ccccc2F)c1C,3,-6,1,15,0,-1.6,3,1,13
COC(=O)CNC(=O)c1c(-c2ccccc2Cl)noc1C,1,2,6,-7,1,-2.5,-10,12,2
CCOc1cc(N2CCOCC2)c(OCC)cc1NC(=O)COC(=O)c1cc2ccccc2cc1O,1,-3,-3,4,-1,0.6,-2,-19,2
Cc1ccc(Cl)cc1NC(=O)c1cc2ccccc2cc1O,14,-16,-19,19,4,44,6,30,-8
COc1ccc(-c2cn3c(C)c(C(=O)NCc4ccc5c(c4)OCO5)sc3n2)cc1,1,0,3,-1,1,0.0,5,4,0
CCCCOc1ccc(C(=O)NCc2ccco2)cc1,1,4,8,-5,-8,-1.2,-7,-1,0
CN1CCN(c2ccc(NC(=O)c3ccc4c(c3)[nH]c(=O)n4Cc3ccc(F)cc3)cc2)CC1,10,-11,-5,14,1,0.0,1,13,-12
Cc1cc2c(cc1C)C(c1ccsc1)CC(=O)N2 (stereo unspecified),-1,0,-5,4,-1,1.8,11,4,-3
O=C(CCSCCC(=O)NN=Cc1cccc(Cl)c1)NN=Cc1cccc(Cl)c1,1,6,11,7,0,-1.3,-18,-14,10
Cc1cc(C)c2oc(C(=O)Nc3nnc(C(C)C)s3)cc(=O)c2c1,1,-1,9,-2,-1,0.1,0,-1,12
CC(Sc1nc2ccccc2c(=O)[nH]1)C(=O)O (stereo unspecified),0,-13,-3,10,-1,1.1,14,3,-4
O=C(COC(=O)C12CC3CC(CC(C3)C1)C2)NCCc1ccccc1,0,1,0,0,1,1.0,-4,10,2
COCCCn1c(=NC(=O)c2ccccc2)c(C#N)cc2c(=O)n3cccc(C)c3nc21,0,-8,-3,7,5,5.4,7,-2,6
CC(=O)NC(C(=O)N1CCC(c2nc3ccccc3s2)CC1)C(C)C (stereo unspecified),3,-5,0,12,-2,-0.1,-5,8,0
O=C(CCC1COc2ccccc2O1)N1CCCC1 (stereo unspecified),0,-3,23,5,3,-0.9,10,-12,-3
Cc1ccc(N2CC(C(=O)OCC(=O)c3ccc([N+](=O)[O-])cc3)CC2=O)cc1 (stereo unspecified),4,-3,-12,6,0,0.0,8,3,8
CCOC(=O)N1CCc2c(sc(NC(=O)c3ccc(S(=O)(=O)N4CCCC4)cc3)c2C#N)C1,-2,9,8,-5,9,2.3,-15,0,4
COc1cccc(OCc2nnc(SCC(=O)NCc3ccco3)n2C)c1,0,-2,6,8,-6,-2.6,-5,1,0
OCCN1CCN(C(=S)c2ccc(-c3ccccc3)cc2)CC1,0,-2,-8,8,-4,-1.8,15,5,0
Cc1cc(Nc2cccc([N+](=O)[O-])c2)n2c(nc3ccccc32)c1C#N,1,-5,-2,-1,0,27,-12,7,-1
CC(=O)N(c1ccccc1)c1nc2ccccc2s1,0,-7,-1,9,-2,1.2,-1,-1,2
O=C(NCCN1CCN(Cc2ccccc2Cl)CC1)Nc1ccccc1,2,-4,-7,-2,-4,-3.6,-13,-2,-9
Nc1ccc2c(c1)Cc1cc(Cl)c(Cl)cc1-2,1,15,13,-1,-1,2.2,-15,18,7
CC(C)(C)NC(=O)c1ccccc1-c1nc(-c2ccccc2Cl)no1,2,-4,-7,-1,-2,0.8,-10,-10,4
CCOc1ccc(/C=C/C(=O)c2cc(Br)ccc(=O)c2O)cc1,12,-16,-8,15,0,5.1,-4,-26,-8
O=C(CNCC1CCCCC1)Nc1ccc(OC(F)(F)F)cc1,19,-1,-9,-3,8,32,-12,-3,-2
O=C(c1ccc(Br)cc1)c1cn[nH]c1-c1ccccc1O,6,-10,-2,8,5,-0.2,1,2,0
COc1ccc(/C=C/C(=O)NC(=S)NCC2CCCO2)cc1 (stereo unspecified),10,-3,-1,2,-7,-0.7,0,3,-1
Cc1cccc(/C(N)=N/OC(=O)Cc2ccccc2)c1,0,-7,8,-7,-3,1.1,4,-4,5
Cc1cccc(NS(=O)(=O)c2cccs2)n1,0,-4,7,15,0,1.1,-2,-27,2
O=[N+]([O-])c1ccc(Nc2cccc(F)c2)nc1,6,-11,-3,8,-2,-4.4,-9,-7,5
Clc1ccsc1-c1ccnc(-n2cccc2)n1,0,4,2,6,0,3.5,-15,20,4
CCCCN1C(=O)C(CC(=O)NCCc2ccccn2)CC(C(=O)N2CCCCCC2)=C1C (stereo unspecified),0,6,-1,-5,0,x,6,x,x
O=C(CN1CCN(S(=O)(=O)c2ccc(F)c(F)c2)CC1)Nc1ccccc1C(=O)NC1CC1,17,-24,-9,9,1,-5.6,7,-1,-3
Cc1ccc(S(=O)(=O)CCc2nnc(NC(=O)CCl)s2)cc1C,1,11,2,2,-1,-0.7,2,3,11
Cc1nn(CCCC(=O)N2CCN(c3ccc(F)cc3)CC2)c(C)c1[N+](=O)[O-],4,-3,-3,0,1,1.5,-10,-1,-4
CC(C)OC(=O)CSc1nc(N)c(C#N)c(-c2cccs2)c1C#N,13,-15,-14,6,2,1.5,12,-8,-9
CCS(=O)(=O)n1nc(-c2ccccc2)cc1N,1,1,4,-3,-1,-0.4,-7,27,4
CC1(C)Cc2nc3sc4c(SCC(=O)NCc5ccccc5)ncnc4c3cc2CO1,0,-8,-12,4,-1,1.2,1,-14,-4
COC(=O)c1ccccc1OCCOc1ccccc1C(=O)OC,2,-3,-8,-3,-1,-0.2,4,8,-8
CCOc1ccc2oc(C(=O)NCC(c3ccco3)N(C)C)c(C)c2c1 (stereo unspecified),2,0,4,4,-3,0.3,-13,9,9
O=C(CSc1nnc(NC(=O)c2ccccc2[N+](=O)[O-])s1)NCC1CCCO1 (stereo unspecified),0,9,6,-6,0,-0.8,-8,1,8
CCOc1ccc2nc(SCC(=O)NCc3ccc4c(c3)OCO4)[nH]c2c1,1,4,9,-3,2,-0.1,-4,3,5
c1csc(-c2nnsc2-c2nc3ccccc3[nH]2)c1,7,-19,-4,10,-6,3.1,6,4,-8
O=C(CSC1=NCCS1)Nc1ccccc1F,13,-16,-13,8,6,0.0,3,-1,-1
CC(C)C[C@H]1CN=C(Nc2ccccc2)N1CC1CCC(C(C)(C)C)CC1 (stereo partly specified),20,-12,1,17,12,14,25,-80,-2
N#Cc1nc(-c2ccccc2)oc1NCCN1CCCCC1,1,-1,-2,1,-2,-1.9,4,-9,8
Cc1cccc(NC(=O)NCCN2C(=O)C3C4C=CC(C4)C3C2=O)c1 (stereo unspecified),1,-5,5,7,2,-0.1,-13,11,6
O=C(CN1CCN(C(=O)c2ccccc2)CC1)Nc1ccccc1,1,0,-1,5,-2,0.1,2,-2,2
O=[N+]([O-])c1ccc(CN2CCN(c3ccc4ccccc4n3)CC2)cc1,4,-3,-6,-2,-6,-0.8,-4,16,-3
O=C(C[C@H]1C(=O)N(CCc2ccccc2)C[C@@H]1c1ccccc1)Nc1ccccc1,1,1,5,3,0,-0.2,-4,7,4
CN(CCO)c1cccc2c1S(=O)(=O)N[C@H](Cc1ccccc1)CO2,2,5,-3,-9,2,x,-2,x,x

# Pulled one by one from above (four):
SMILES,M4 ag,M5 PAM,M4 PAM,M5 antag,CHRM5 agonist,CRFR2-BP ag,M4 antag,CRFBP-R2 block,CHRM1 PAM
CCS(=O)(=O)n1nc(-c2ccccc2)cc1N,1,1,4,-3,-1,-0.4,-7,27,4
N#Cc1nc(-c2ccccc2)oc1NCCN1CCCCC1,1,-1,-2,1,-2,-1.9,4,-9,8
CC(C)C[C@H]1CN=C(Nc2ccccc2)N1CC1CCC(C(C)(C)C)CC1 (stereo partly specified),20,-12,1,17,12,14,25,-80,-2
Cc1nn(CCCC(=O)N2CCN(c3ccc(F)cc3)CC2)c(C)c1[N+](=O)[O-],4,-3,-3,0,1,1.5,-10,-1,-4

# Following part
SMILES,M4 ag,M5 PAM,M4 PAM,M5 antag,CHRM5 agonist,CRFR2-BP ag,M4 antag,CRFBP-R2 block,CHRM1 PAM
Cc1cccc(-c2cc3nc4c(c(NCc5ccco5)n3n2)CCCC4)c1,-2,-9,-14,12,-5,0.0,-1,-25,-10
O=C(c1ccc(COc2c(F)c(F)cc(F)c2F)o1)N1CCN(c2ccccc2)CC1,0,-3,-1,0,-7,0.7,-3,32,11
Oc1ccc(CCC2CCCCN2Cc2nc(C3CC3)no2)cc1 (stereo unspecified),2,8,-10,0,-10,1.0,1,-6,-15
O=C(CSc1ncn[nH]1)Nc1ccccc1C(=O)O,1,1,-3,-7,2,-3.8,-7,22,2
NNC(=O)c1ccc(COc2ccc([N+](=O)[O-])cc2)o1,2,17,13,-13,4,1.1,-10,5,17
CC(=O)Oc1ccc(C(=O)Nc2ccc(S(=O)(=O)N3CCOCC3)cc2)cc1,6,2,4,4,0,-1.1,-10,8,5
CC(C)c1c(C(=O)N/N=C/c2ccccc2C(=O)O)nnn1-c1nonc1N,0,0,1,1,-3,2.8,0,-7,1
Cc1nc(NC(=O)c2ccc([N+](=O)[O-])cc2Cl)sc1C(=O)N(C)C,1,0,2,-6,1,2.9,-11,19,6
O=C(c1c(F)c(F)c(F)c(F)c1F)N1CCN(c2cccc(C(F)(F)F)c2)CC1,-1,-6,-4,1,-7,-2.1,-3,20,-8
COC(=O)c1cc(CSc2nc3ccccc3[nH]2)oc1C,7,-10,-8,10,5,-4.7,1,16,-4
CCn1c(C)nc2cc(C(=O)NNC(=O)c3ccc(C)cc3)ccc21,0,0,3,17,-2,-0.2,-2,-2,10
CS(=O)(=O)c1cccc(C(=O)OCC(=O)c2ccc3c(c2)OCCO3)c1,15,-8,-4,-2,5,1.2,-8,-7,1
COC(=O)/C=C1/S/C(=N/NC(=O)c2ccccc2OC)NC1=O,-1,9,0,6,0,0.1,7,13,9
